# MRP reversal: reversal of MRP1-mediated doxorubicin resistance, primary screen, H69AR cells, doxorubicin co-treatment | H69AR cells + 2 uM doxorubicin, CellTiter-Glo, 72 h | differential viability (reversal), % at 10 µM | hit rate 0.04% among 85,000;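 active = viability drop by adding the cancer drug above about 55%, with treated viability meeting a 40% cutoff, limit read from the data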;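 also: viability without doxorubicin minus viability with 2 µM doxorubicin for each compound; larger differential means the compound sensitizes cells more to doxorubicin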
# NFkB transloc pot: enhancers of NFkB p65 translocation in HUVEC – imaging, IL-1B stimulus, high-content imaging, primary screen | HUVEC IL-1B NFkB p65 nuclear translocation imaging | activation, % at 2 µM | hit rate 0.3% among 94,000;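 active = activation above 40%, about the mean plus 3 SD, also judged a hit on visual image review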;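 also: percent activation is computed from the nuclear over cytoplasmic p65 intensity ratio; values of inactives mirror those of a sister screen read the other way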
# PLAP inhibitors HTS: PLAP enzyme inhibitors, biochemical, luminescence, HTS (AID 690); Alkaline phosphatase, placental type (Homo sapiens); inhibition, % at 20 µM; hits with a dose series show IC50 in µM; purified PLAP, luminescent substrate; higher % means a stronger effect; hit rate 0.08% among 96,000; in the data active = a potency from the dose series; inactive = the rest, 99 in 100 with inhibition below about 30%; also: strong numbers were not always called active
# IL1B NFkB inh: inhibitors of IL-1B driven NFkB p65 nuclear import, primary screen, imaging, HUVEC, IL-1B stimulus, high-content imaging. HUVEC IL-1B NFkB p65 nuclear translocation imaging. inhibition, % at 2 µM. hit rate 0.43% among 94,000;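 active = inhibition above about 30% together with a positive call from visual inspection of the well image, limit read from the data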;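 also: nuclear over cytoplasmic p65 intensity ratio measured by imaging; 0% = IL-1B stimulated DMSO wells and 100% = unstimulated DMSO wells; values of inactives mirror those of a sister screen read the other way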
# Bcl-B displacement: displacers of TR3 peptide from Bcl-B, primary screen, selectivity assay for Bfl-1 inhibitor project, biochemical, fluorescence polarization; Bcl-2-like protein 10 (Homo sapiens); FP displacement of FITC-TR3 peptide from Bcl-B; higher % means a stronger effect; displacement, % at 20 µM, or IC50 in µM where a hit was titrated; hit rate 0.11% among 96,000; AID 748, 2007;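 active = displacement above 50% at 20 µM plus a fluorescence interference ratio under 1.5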;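 also: plate controls were wells without compound for no effect and wells lacking Bcl-B protein for full effect; a part of the inactive calls stands beside numbers as strong as those of hits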
# MRP reversal cytotoxicity: recorded beside MRP reversal, whose call it bears; viability, %; H69AR cells, CellTiter-Glo, 72 h; measured here: cytotoxicity without doxorubicin
# MRP reversal with doxorubicin: also measured in MRP reversal; calls as there; viability, %; measured here: viability with 2 uM doxorubicin; stronger effect = lower value
# IL1B NFkB inh cell count 2 µM: also measured in IL1B NFkB inh; calls as there; cell count; measured here: cells passing quality filter;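 raw number of nuclei counted in each imaged well without normalization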
# NFkB transloc pot cell count 2 µM: second read-out of NFkB transloc pot, no call of its own (marks repeat the call); cell count; measured here: cells passing quality filter
# Starred values were filed as active, the others as inactive; . = no result given.
SMILES,MRP reversal,MRP reversal cytotoxicity,MRP reversal with doxorubicin,NFkB transloc pot,NFkB transloc pot cell count 2 µM,PLAP inhibitors HTS,IL1B NFkB inh,IL1B NFkB inh cell count 2 µM,Bcl-B displacement
O=C(CSc1nnc(-c2ccncc2)n1CC1CCCO1)Nc1cccc(O)c1 (configuration not stated),-4,93,97,3,179,2%,-3,179,-12%
CCC(C)(C(=O)NC1CCCCC1)N(Cc1cccs1)C(=O)Cc1cccs1 (configuration not stated),19,95,75,11,199,5%,-11,199,5%
COc1ccc(OC)c(C(c2nnnn2CCc2ccccc2)N2CCC(C(N)=O)CC2)c1 (configuration not stated),1,77,76,-4,146,-50%,4,146,0%
CCS(=O)(=O)N1CCCC(C(=O)NC2CCCCC2C)C1 (configuration not stated),1,98,98,21,114,15%,-21,114,-3%
O=C(NCC1CCCO1)C(C(=O)c1ccccc1)n1ccccc1=O (configuration not stated),8,103,94,1,79,-15%,0,79,8%
Clc1ccc(Nc2nc(-c3cccnc3)cs2)cc1,-1,86,87,6,198,6%,-6,198,2%
Cc1cc(C)c(S(=O)(=O)NCCn2c(C)cc3ccccc32)c(C)c1,-14,41,54,19,184,-47%,-19,184,12%
COc1ccc(OC)c(NC2c3ccccc3C(=O)N2c2cccnc2)c1 (configuration not stated),-3,83,86,-3,167,-55%,4,167,17%
O=C(Cn1c(=O)oc2cc(S(=O)(=O)N3CCCC3)ccc21)N1CCc2ccccc2C1,13,100,87,0,196,-8%,0,196,-10%
CC(=O)c1ccc2c3c(ccc(O)c13)CC2,-5,90,94,3,197,-17%,-3,197,-2%
Cc1ccccc1C(=O)NNc1ccc([N+](=O)[O-])cc1,.,.,.,32,165,16%,-32,165,-8%
N#Cc1nc(-c2ccco2)oc1N1CCOCC1,14,98,84,-16,98,8%,16,98,-4%
CCC(=O)Nc1ccccc1C(=O)OCc1ccc(C(=O)c2ccccc2)cc1,.,.,.,.,.,-16%,.,.,-5%
COC(=O)C(C)N(C#N)c1nc(C)cc(C)n1 (configuration not stated),.,.,.,9,140,2%,-9,140,-8%
Cc1ccc(OCC(=O)OCc2c(C)noc2C)cc1C,.,.,.,13,161,7%,-13,161,-6%
CCN(CC)CCn1c(-c2ccccc2)nc(=S)c2c1CC(C)(C)OC2,-3,76,79,-29,125,16%,29,125,5%
Cc1cc(N2C(=O)C3C4c5ccccc5C(c5ccccc54)C3C2=O)no1 (configuration not stated),12,86,74,-1,143,-21%,1,143,2%
COc1cccc(-c2nc(CS(=O)(=O)CC(=O)N3CCc4ccccc43)c(C)o2)c1,-13,72,85,6,163,17%,-6,163,-1%
O=C(O)COc1ccc2c(-c3ccccc3)cc(=O)oc2c1,-6,88,94,-10,131,-2%,10,131,12%
O=C(NCNC(=O)c1ccccc1)c1ccccc1,10,114,104,11,20,6%,-11,20,-2%
O=C(CSc1nnc(C23CC4CC(CC(C4)C2)C3)o1)Nc1ccc(N2CCOCC2)c(Cl)c1,3,70,67,-8,141,2%,8,141,-6%
Cc1cccc(NC(=O)c2oc3ccc(S(=O)(=O)N4CCOCC4)cc3c2C)c1C,-1,35,37,-8,151,-5%,8,151,-14%
Cc1ccccc1-n1cnc2cc(NCc3cccs3)ccc21,-29,20,50,-26,180,1%,26,180,0%
Cc1nonc1NC(=O)N1CCCC1,9,98,89,1,57,11%,1,57,-12%
O=C(OC1CCOC1=O)c1ccc2ccccc2n1 (configuration not stated),-10,92,102,33,117,-30%,-33,117,2%
O=S(=O)(c1ccc(Cl)cc1)N1CCN(C2CCCCCC2)CC1,-7,81,88,-2,200,-32%,2,200,-5%
Cn1cnnc1SCC(=O)N1CCc2ccccc21,-10,86,96,7,153,10%,-7,153,-9%
CC(=O)Nc1cccc(NC(=O)c2c(-c3c(Cl)cccc3Cl)noc2C)c1,0,77,77,-6,110,-49%,6,110,2%
COCC(=O)Nc1ccc(Br)cc1,0,101,102,7,222,-2%,-7,222,-4%
CN1CCN(C(=O)C(Cc2ccccc2)NS(=O)(=O)c2ccc3c(c2)CCC(=O)N3)CC1 (configuration not stated),8,94,86,9,164,-26%,-9,164,1%

# Filtered by structure: the entries above with a cyano group
SMILES,MRP reversal,MRP reversal cytotoxicity,MRP reversal with doxorubicin,NFkB transloc pot,NFkB transloc pot cell count 2 µM,PLAP inhibitors HTS,IL1B NFkB inh,IL1B NFkB inh cell count 2 µM,Bcl-B displacement
N#Cc1nc(-c2ccco2)oc1N1CCOCC1,14,98,84,-16,98,8%,16,98,-4%
COC(=O)C(C)N(C#N)c1nc(C)cc(C)n1 (configuration not stated),.,.,.,9,140,2%,-9,140,-8%

# Following part
SMILES,MRP reversal,MRP reversal cytotoxicity,MRP reversal with doxorubicin,NFkB transloc pot,NFkB transloc pot cell count 2 µM,PLAP inhibitors HTS,IL1B NFkB inh,IL1B NFkB inh cell count 2 µM,Bcl-B displacement
CCC(CC)C(=O)Nc1nnc(-c2cccs2)s1,6,100,94,13,177,10%,-13,177,35%
FC(F)(F)c1ccc(N2CCOCC2)c(NC2=NCCCCC2)c1,16,100,84,28,187,14%,-28,187,5%
CN=C(Nc1cc(C)nn1-c1ccccc1)c1ccc(F)cc1,-1,86,87,7,190,-1%,-7,190,9%
CCCc1nnc(NC(=O)CCC(=O)N2CCCCCC2)s1,.,.,.,-10,68,-34%,10,68,-2%
CN(CCOC(=O)c1ccc2c(c1)OCCO2)C(C)(C)C,-2,95,97,-8,101,.,8,101,.
CC1(C)CC(=O)C(CCCN2C(=O)c3ccccc3C2=O)C(=O)C1,.,.,.,-20,115,-6%,20,115,-9%
CCN1CCCC1CNC(=O)COc1cc(=O)n(C)c2ccccc12 (configuration not stated),-18,85,103,-5,122,-20%,5,122,-11%
CCOC(=O)c1sc(NC(=O)C(CC)OC(=O)C(CC(C)C)NC(=O)c2ccccc2)nc1C (configuration not stated),.,.,.,-5,166,-6%,5,166,-8%
O=C(Nc1nccs1)c1ccc(Br)c(S(=O)(=O)N2CCOCC2)c1,-9,64,73,25,146,.,-25,146,.
CCOC(=O)Cc1csc(NC(=O)c2ccc(NC(C)=O)cc2)n1,-9,79,88,-15,119,.,15,119,.

# A draw from above in order of molecular weight, lowest first:
SMILES,MRP reversal,MRP reversal cytotoxicity,MRP reversal with doxorubicin,NFkB transloc pot,NFkB transloc pot cell count 2 µM,PLAP inhibitors HTS,IL1B NFkB inh,IL1B NFkB inh cell count 2 µM,Bcl-B displacement
O=C(OC1CCOC1=O)c1ccc2ccccc2n1 (configuration not stated),-10,92,102,33,117,-30%,-33,117,2%
Cn1cnnc1SCC(=O)N1CCc2ccccc21,-10,86,96,7,153,10%,-7,153,-9%
CN(CCOC(=O)c1ccc2c(c1)OCCO2)C(C)(C)C,-2,95,97,-8,101,.,8,101,.
CCCc1nnc(NC(=O)CCC(=O)N2CCCCCC2)s1,.,.,.,-10,68,-34%,10,68,-2%
CC1(C)CC(=O)C(CCCN2C(=O)c3ccccc3C2=O)C(=O)C1,.,.,.,-20,115,-6%,20,115,-9%
FC(F)(F)c1ccc(N2CCOCC2)c(NC2=NCCCCC2)c1,16,100,84,28,187,14%,-28,187,5%
CCN1CCCC1CNC(=O)COc1cc(=O)n(C)c2ccccc12 (configuration not stated),-18,85,103,-5,122,-20%,5,122,-11%
CCOC(=O)Cc1csc(NC(=O)c2ccc(NC(C)=O)cc2)n1,-9,79,88,-15,119,.,15,119,.
O=S(=O)(c1ccc(Cl)cc1)N1CCN(C2CCCCCC2)CC1,-7,81,88,-2,200,-32%,2,200,-5%
CC(=O)Nc1cccc(NC(=O)c2c(-c3c(Cl)cccc3Cl)noc2C)c1,0,77,77,-6,110,-49%,6,110,2%
O=C(Nc1nccs1)c1ccc(Br)c(S(=O)(=O)N2CCOCC2)c1,-9,64,73,25,146,.,-25,146,.
CN1CCN(C(=O)C(Cc2ccccc2)NS(=O)(=O)c2ccc3c(c2)CCC(=O)N3)CC1 (configuration not stated),8,94,86,9,164,-26%,-9,164,1%
CCOC(=O)c1sc(NC(=O)C(CC)OC(=O)C(CC(C)C)NC(=O)c2ccccc2)nc1C (configuration not stated),.,.,.,-5,166,-6%,5,166,-8%

# Next structures follow:
SMILES,MRP reversal,MRP reversal cytotoxicity,MRP reversal with doxorubicin,NFkB transloc pot,NFkB transloc pot cell count 2 µM,PLAP inhibitors HTS,IL1B NFkB inh,IL1B NFkB inh cell count 2 µM,Bcl-B displacement
Nc1ccc(C(=O)N/N=C2\CCCc3c2[nH]c2ccccc32)cc1,.,.,.,10,133,7%,-10,133,-3%
CC(C)(C)C1=Nn2c(nnc2-c2ccccc2F)SC1,.,.,.,8,199,-2%,-8,199,2%
Fc1ccccc1/C=N/n1cnnc1,3,89,86,16,125,16%,-16,125,-5%
Cc1ccc(NC(=O)COC(=O)CN2C(=O)COc3ccccc32)cc1,.,.,.,-1,178,-11%,1,178,1%
COc1ccc2nc(N3CCCCC3)c(C#N)cc2c1,9,86,77,-7,88,5%,7,88,3%
Cc1csc(SCC(=O)Nc2ccc(S(=O)(=O)N3CCCC3)cc2)n1,9,94,85,9,211,-56%,-9,211,-3%
Cc1cc(C)n(-c2ccc(C(=O)OCC(=O)c3c(N)n(C)c(=O)n(C)c3=O)cc2)n1,10,93,83,.,.,-17%,.,.,-28%
CC(C)(C)NS(=O)(=O)c1ccc(N2C(=O)c3ccccc3C2=O)cc1,2,87,84,9,168,10%,-8,168,-3%
COc1ccc2nc(SCC(=O)O)nc(C)c2c1,3,95,91,.,.,7%,.,.,-3%
COc1cccc(CNC(=O)C2CCN(S(=O)(=O)c3ccccc3)CC2)c1,18,94,76,12,148,16%,-12,148,-5%
COC(=O)Cc1c(C)c2ccc(OCC(=O)NCc3ccc4c(c3)OCO4)cc2oc1=O,.,.,.,12,172,10%,-12,172,0%
O=S(=O)(NCC1CCCO1)c1cccc(S(=O)(=O)N2CCCC2)c1 (configuration not stated),16,100,84,4,97,-9%,-4,97,-7%
COC(=O)C1C(=O)c2c([nH]c(C(=O)OCC3CCCO3)c2C)CC1C (configuration not stated),16,95,79,.,.,-5%,.,.,0%
COCC(C)NCc1ccc(C)cc1C (configuration not stated),-13,110,123,3,119,5%,-3,119,-1%
S=C(Nc1ccccn1)c1ccccn1,0,1,1,-3,83,-136%,3,83,-6%
Cc1cc(C(=O)CN2C(=O)NC(C)(c3cccc(Br)c3)C2=O)c(C)n1Cc1ccco1 (configuration not stated),15,87,72,-10,151,-38%,10,151,-25%
CCOc1[nH]c(/N=C/c2ccco2)c(C#N)c1C#N,-4,64,68,10,195,12%,-10,195,32%
Cc1ccc(SC(c2ccc(C)cc2)C(Cn2cncn2)C(=O)c2ccccc2)cc1 (configuration not stated),.,.,.,-5,195,9%,5,195,6%
Cc1cccc(C2NS(=O)(=O)N=C2N)c1 (configuration not stated),2,98,95,17,204,12%,-16,204,19%
COC(=O)CSc1cc(C(F)(F)F)nc(-c2ccccn2)n1,.,.,.,9,182,9%,-9,182,4%
O=S(Cc1ccc(Br)cc1)Cc1nnc(SCc2ccc(Cl)cc2)n1-c1ccccc1 (configuration not stated),.,.,.,-2,109,-43%,2,109,4%
COc1ccc(CCN2C(=O)c3[nH]nc(-c4ccccc4O)c3C2c2ccccc2)cc1OC (configuration not stated),4,39,35,-7,99,16%,6,99,8%
CCC(=O)Nc1cccc(NC(=O)CN2CCN(c3ccccc3OC)CC2)c1,3,79,76,1,121,-41%,-1,121,-2%
COc1ccc2c(c1)CCc1c(C(=O)Nc3c(C)nn(Cc4ccccc4)c3C)noc1-2,4,78,75,13,203,14%,-13,203,6%
CCn1nnnc1SCC(=O)NCc1cccs1,0,100,100,3,105,1%,-3,105,-3%
CCOC(=O)c1ccc(NC(=O)N2CCc3ccccc32)cc1,-6,77,82,3,142,15%,-3,142,-9%
Cc1cc(OCCOCCN(C)CCO)cc(C)c1Cl,.,.,.,4,127,-35%,-4,127,9%
Cc1cc(C)nc(Nc2nc(C)c3cc4c(cc3n2)OCO4)n1,-1,95,95,18,119,8%,-18,119,14%

# The list is partial; count on the stated rates, not on these rows.
